# ELG1 genotox: qHTS screen for small molecules that induce genotoxicity in human embryonic kidney (HEK293T) cells expressing luciferase-tagged ELG1; 1.3% of 330,000 active; AID 504466, 2011; Potency, µM (highest dose often 46 µM), without a hit: top-dose activity change, positive = activation, hits mostly activators; HEK293T ELG1-luciferase reporter, luminescence, 16 h; also: potency is read from the fitted curve at half-maximal effect; % of control where 0% means no effect; nearly all actives have a fitted effect of over 60% in size
#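 HEK293T cells expressing luciferase-tagged ELG1 were treated with compound or DMSO for 16 hr at 37°C. Luciferase activity was then read after 30 min with ONE-Glo at room temperature; rising signal flags genetic stress.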
# FLuc counter: qHTS profiling assay for firefly luciferase inhibitor/activator using purifed enzyme and Km concentrations of substrates (counterscreen for miR-21 project); purified FLuc, Km substrates, luminescence inhibition; Potency, µM (series often up to 57.5 µM), without a hit: at the top dose activity change, negative = inhibition, hits mostly inhibitors; 6.9% of 360,000 active; AID 588342, 2011;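 also: potency is read from the fitted curve at half-maximal effect; plate controls were vehicle for no effect and reference inhibitor for full effect; nearly all actives have a fitted effect of over 55% in size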
#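 Purified P. pyralis luciferase, 10 nM final, with Km-level 10 uM D-luciferin and 10 uM ATP in 50 mM Tris acetate pH 7.5, 10 mM Mg acetate, 0.01% Tween-20, 0.05% BSA; 6-point qHTS titration about 60 µM downward; luminescence read.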
# RORg inh: qHTS for inhibitors of ROR gamma transcriptional activity; Nuclear receptor ROR-gamma (Mus musculus), P51450; Drosophila S2 Gal4-RORgamma UAS-luciferase reporter, 20 h; Potency, µM (doses to about 53.6 µM), without a hit: top-dose activity change, negative = inhibition, most hits filed as inhibitors; 5.4% of 310,000 active; AID 2551, 2010; also: potency is read from the fitted curve at half-maximal effect; % is scaled to controls: 0 for no effect and ±100 for the full control effect; nearly all actives have a fitted effect of over 60% in size
# Target sequence (P51450 whole entry, looked up, the tested form may be a part): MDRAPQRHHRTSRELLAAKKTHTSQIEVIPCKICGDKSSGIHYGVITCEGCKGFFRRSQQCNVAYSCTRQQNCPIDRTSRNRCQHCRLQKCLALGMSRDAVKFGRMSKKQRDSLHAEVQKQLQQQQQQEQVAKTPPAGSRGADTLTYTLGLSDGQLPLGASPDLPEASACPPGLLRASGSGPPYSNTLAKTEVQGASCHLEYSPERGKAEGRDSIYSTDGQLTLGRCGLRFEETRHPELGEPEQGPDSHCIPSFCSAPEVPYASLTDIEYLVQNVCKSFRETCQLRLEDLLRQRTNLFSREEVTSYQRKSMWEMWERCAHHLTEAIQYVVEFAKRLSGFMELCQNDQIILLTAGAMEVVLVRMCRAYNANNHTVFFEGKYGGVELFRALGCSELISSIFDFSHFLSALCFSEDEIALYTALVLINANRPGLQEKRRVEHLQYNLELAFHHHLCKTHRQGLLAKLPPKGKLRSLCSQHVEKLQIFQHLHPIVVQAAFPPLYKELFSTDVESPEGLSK
#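 Drosophila Schneider cells stably carrying a metallothionein-driven Gal4 DBD–ROR gamma fusion and a UAS-Photinus luciferase reporter were exposed to compound for 1 hr, then induced with copper sulfate (700 uM final) for 20 hr at ambient temperature before luminescence reading.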
# PKM2 activator: qHTS Assay for Activators of Human Muscle isoform 2 Pyruvate Kinase. Pyruvate kinase PKM (Homo sapiens), P14618. purified PKM2, Kinase-Glo ATP luminescence, activation; response scale: 0% is enzyme alone, no compound. Potency, µM (highest dose often 57.5 µM), for the others: at the top dose activation, most hits filed as activators. 0.34% of 260,000 active. AID 1631, 2009; also: potency is read from the fitted curve at half-maximal effect; % is scaled to controls: 0 for no effect and ±100 for the full control effect; nearly all actives have a fitted effect of over 55% in size
#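 hPK-M2, >95% pure; 0.1 mM ADP / 0.5 mM PEP final; imidazole pH7.2 buffer w/ 7 mM MgCl2, 50 mM KCl; 1 h RT; Kinase-Glo lum. Intermediate enzyme activity for dual inhibitor/activator qHTS.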
# Rab9 prom act: qHTS Assay for Rab9 Promoter Activators. 2.8% of 320,000 active. Potency, µM (series often up to 9.22 µM), without a hit: at the top dose activation, negative = inhibition, actives largely listed as activators. Huh7 Rab9 promoter-luciferase reporter, luminescence, 24 h; also: potency is read from the fitted curve at half-maximal effect; % of control where 0% means no effect; nearly all actives have a fitted effect of over 60% in size
#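 Huh7 reporter line, Rab9 promoter upstream of luciferase. Compound exposure 24 h at 37 °C in reduced-serum medium with 10% FBS. Read-out: luminescence.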
# Giardia kill: Small Molecules that selectively kill Giardia lamblia: qHTS; 0.15% of 340,000 active; activity change, % at 7.66 µM, hits read low; Giardia lamblia trophozoite viability; in the data active = activity change below about -80%; inconclusive = between about -30% and that limit;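 also: parasites exposed to compound for two days anaerobically before the ATP read; % is scaled to controls: 0 for no effect and ±100 for the full control effect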
#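 ATP-content bioluminescence gauges trophozoite survival. Cells (100/well) receive compound and incubate anaerobically for 48 hrs at 37 deg C; detection reagent follows for 15-30 min at room temperature.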
# NPC1 promoter act: qHTS Assay for NPC1 Promoter Activators; Huh7 NPC1 promoter luciferase reporter, 24 h; Potency, µM (doses to about 9.22 µM), inactives show at the highest dose activation, hits mostly activators; 2.4% of 320,000 active; AID 485313, 2010;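 also: potency is read from the fitted curve at half-maximal effect; % of control where 0% means no effect; nearly all actives have a fitted effect of over 60% in size; reporter is driven by a mutant NPC1 promoter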
#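 Readout is luciferase luminescence, reflecting NPC1 promoter activation in stably transfected Huh7 cells after 24 h compound exposure at 37 °C in reduced-serum medium with 10% FBS.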
# Menin MLL FP TR: qHTS Assay for Inhibitors Targeting the Menin-MLL Interaction in MLL Related Leukemias: Competition With Texas Red Labeled MLL-derived Mutant Peptide; AID 1768, 2009; Potency, µM (doses to about 61.6 µM), for inactives: at the highest dose FP activity change, negative = inhibition, most hits filed as inhibitors; Menin + Texas Red MLL mutant peptide, fluorescence polarization; 0.23% of 270,000 active; O00255; active = well fitted inhibition curve with a large enough effect in the polarisation, with a control signal flat, not every such curve was filed as active; inconclusive = small, poorly fitted or top-dose-only effect, or effect the other way, or a change in a side signal; inactive = no such curve, though single readings can be large or run the other way; the % refers to the polarisation; also: potency is read from the fitted curve at half-maximal effect; % of control where 0% means no effect; many of its hits are not listed in these tables
# Target sequence (O00255 whole entry, looked up): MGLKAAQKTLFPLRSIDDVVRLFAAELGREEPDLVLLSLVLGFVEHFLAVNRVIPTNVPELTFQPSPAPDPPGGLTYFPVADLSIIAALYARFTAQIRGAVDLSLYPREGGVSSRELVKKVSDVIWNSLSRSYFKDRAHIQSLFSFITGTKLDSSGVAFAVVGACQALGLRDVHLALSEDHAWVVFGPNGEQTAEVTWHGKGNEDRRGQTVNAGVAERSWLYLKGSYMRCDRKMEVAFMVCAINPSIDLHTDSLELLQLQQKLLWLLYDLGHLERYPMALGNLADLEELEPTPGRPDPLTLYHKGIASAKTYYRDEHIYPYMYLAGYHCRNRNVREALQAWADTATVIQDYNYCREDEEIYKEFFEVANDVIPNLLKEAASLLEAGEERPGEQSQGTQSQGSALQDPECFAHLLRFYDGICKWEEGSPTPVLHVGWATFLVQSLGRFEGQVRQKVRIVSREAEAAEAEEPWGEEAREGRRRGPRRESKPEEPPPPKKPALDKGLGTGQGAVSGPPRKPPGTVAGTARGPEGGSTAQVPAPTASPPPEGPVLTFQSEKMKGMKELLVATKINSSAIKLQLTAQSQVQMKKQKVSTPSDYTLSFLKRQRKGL
# BRCA1 expr up: qHTS Assay to Identify Small Molecule Activators of BRCA1 Expression; MCF7-BRCA1-FFLuc reporter, luminescence, 48 h; response scale: scaled: vehicle 0%, 10 µM genistein 100%; Potency, µM (highest dose often 46.1 µM), inactives show top-dose activation, actives largely listed as activators; 1.1% of 380,000 active; also: potency is read from the fitted curve at half-maximal effect; nearly all actives have a fitted effect of over 80% in size; some results filed as inactive show a strong effect at the top dose
#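 MCF7-BRCA1-FFLuc, 2000 cells/well; 2 h attach, 37 °C/5% CO2; compound 48 h; luciferase substrate 15 min; luminescence end-point. Norm. to genistein 10 microM max activation and DMSO; concentration-response curves fitted.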
# p53 reactivation: qHTS assay for re-activators of p53 using a Luc reporter; H1299 p53-A138V BP100-luciferase reporter, luminescence, 24 h; 0.063% of 320,000 active; AID 504706, 2011; Potency, µM (titrated, usually from 92.2 µM), inactives show at the top dose activity change, positive = activation, usual class: activators; also: potency is read from the fitted curve at half-maximal effect; % of control where 0% means no effect; nearly all actives have a fitted effect of over 45% in size
#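 p53-null H1299 cells stably carrying temperature-sensitive p53-A138V and a BP100-luciferase reporter were pinned with compounds (4-point, 1:5 series) and held 24 hrs at 37 deg C. Luminescence was read 10 min after detection reagent.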
# VP16 counter: VP16 counterscreen qHTS for inhibitors of ROR gamma transcriptional activity. Drosophila S2 Gal4-VP16 UAS-luciferase, luminescence, 20 h. Potency, µM (doses to about 53.6 µM), for the others: top-dose activity, negative = inhibition, actives largely listed as inhibitors. 3.5% of 310,000 active;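 also: Gal4-VP16 expression switched on by copper sulfate through the metallothionein promoter; potency is read from the fitted curve at half-maximal effect; % is scaled to controls: 0 for no effect and ±100 for the full control effect; nearly all actives have a fitted effect of over 50% in size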
# An asterisk follows results filed as active; ? = inconclusive; / = no result given; & = joins results of further samples; [ ] = dose if it differs, or a comment. Unless noted, calls follow the shape of the dose curve; as a rule, active = well fitted curve in the direction sought with a large enough effect; inconclusive = small, poorly fitted or top-dose-only effect, or another doubt; inactive = no such curve, though single readings can be large; an effect the other way counts as inactive or inconclusive. The list is partial, so the mix of outcomes need not match the whole.
nr	mol	ELG1 genotox	FLuc counter	RORg inh	PKM2 activator	Rab9 prom act	Giardia kill
1	O=C(CCCn1c(=O)[nH]c2cc(Cl)ccc2c1=O)NCCN1CCN(c2ccccc2)CC1	-1%	-1%	-13%	-7%	-6%	5
2	CC1=C(C(=O)N2CCc3ccccc32)C2(CCC(C)CC2)OC1=O (configuration not stated)	-3%	-1%	22%	0%	2%	-3
3	COCCOC(=O)C1=C(C)N(Cc2ccccc2)C(=O)NC1c1ccc(OC)cc1 (configuration not stated)	-7%	1%	34%	7%	-2%	3
4	COc1ccc(CNC(=O)COC(=O)CC2CCCC2)cc1	0%	-3%	3%	-19%	-2%	?
5	CC1CN(CCC(=O)Nc2ccc3c(c2)OCO3)CC(C)O1 (configuration not stated)	1%	1%	-34%	5%	5%	24
6	C=CCOC(=O)/C(=C\c1ccc(OC)cc1)NC(=O)c1ccco1	0%	3%	4%	-1%	3%	-13
7	C=C(C)CN(Cc1ccccc1)C(=S)Nc1ccccc1	-11%	2%	?	0%[11.5 µM]	-1%	-15
8	COc1ccc(C2NC(=O)NC(O)(C(F)(F)F)C2C(=O)c2ccc(F)cc2)cc1 (configuration not stated)	-3%	-2%	4%	-2%	-1%	18

nr	NPC1 promoter act	Menin MLL FP TR	BRCA1 expr up	p53 reactivation	VP16 counter
1	-6%	-3%	-26%	-4%	-17%
2	0%	1%	1%[1.84 µM]	-13%	3%
3	-1%	-7%	-30%	0%	-12%
4	3%	7%	15%	2%	-11%
5	-1%	5%	9%	?	-2%
6	-3%	-5%	0%	-1%	-10%
7	-2%	5%	10%	0%	?
8	-2%	28%	10%	-13%	11%

# The final four compounds of the section above come first, to join the parts:
nr	mol	ELG1 genotox	FLuc counter	RORg inh	PKM2 activator	Rab9 prom act	Giardia kill
5	CC1CN(CCC(=O)Nc2ccc3c(c2)OCO3)CC(C)O1 (configuration not stated)	1%	1%	-34%	5%	5%	24
6	C=CCOC(=O)/C(=C\c1ccc(OC)cc1)NC(=O)c1ccco1	0%	3%	4%	-1%	3%	-13
7	C=C(C)CN(Cc1ccccc1)C(=S)Nc1ccccc1	-11%	2%	?	0%[11.5 µM]	-1%	-15
8	COc1ccc(C2NC(=O)NC(O)(C(F)(F)F)C2C(=O)c2ccc(F)cc2)cc1 (configuration not stated)	-3%	-2%	4%	-2%	-1%	18
9	Cc1ccc2c(COC(=O)c3ccc(NC(=O)CC#N)cc3)cc(=O)oc2c1C	6%	-2%	30%	2%	1%	18
10	Cc1ccc(NC(=O)C2COc3ccccc3O2)cc1S(=O)(=O)N1CCOCC1 (configuration not stated)	2%	2%	/	/	11%	9
11	O=C(NCc1ccc(Cl)cc1)c1ccc(Cl)cc1[N+](=O)[O-]	3%	-2%	-22%	-12%	5%	4
12	CC(=O)NCC(=O)N1CCCC(C(=O)c2ccc(-c3ccccc3)c(F)c2)C1 (configuration not stated)	-1%	-10%	?	-5%	2%	0
13	COC(=O)C1=C(C)NC(C)=C(C(=O)OCC2CCCO2)C1c1ccc(Cl)c([N+](=O)[O-])c1 (configuration not stated)	-20%	3%	31%	1%	-7%	/
14	O=C(N=C1SC2CS(=O)(=O)CC2N1Cc1ccc(Cl)cc1)C1CCCO1 (configuration not stated)	0%	-1%	15%	/	0%	-5
15	CC(Sc1nnc(NC2CCCCC2)s1)C(=O)N1CCOCC1 (configuration not stated)	3%	3%	/	/	-3%	10
16	COC(=O)Nc1nc2ccc(-c3n[nH]c(=O)c4ccccc34)cc2[nH]1	11%	-1%	2%	14%	-13%	10

nr	NPC1 promoter act	Menin MLL FP TR	BRCA1 expr up	p53 reactivation	VP16 counter
5	-1%	5%	9%	?	-2%
6	-3%	-5%	0%	-1%	-10%
7	-2%	5%	10%	0%	?
8	-2%	28%	10%	-13%	11%
9	24%	?	29%	-1%	-11%
10	12%	/	0%	4%	/
11	8%	-26%	6%	-2%	-1%
12	-3%	0%	0%	-3%	-5%
13	-1%	/	/	-16%	6%
14	-2%	11%	-14%	-10%	-2%
15	-1%	/	1%	1%	/
16	-18%	19%	-56%	-6%	-10%

# Going on with the list:
nr	mol	ELG1 genotox	FLuc counter	RORg inh	PKM2 activator	Rab9 prom act	Giardia kill
17	COc1ccc(S(=O)(=O)N2CCOCC2)cc1NC(=O)COC(=O)C1CC2CCCC(C1)C2=O (configuration not stated)	4%	2%	-4%	3%	-1%	-15
18	O=C(NC1CCCC1)c1noc2c1CCCCC2	14µM*	?	30%	-2%	?	-2
19	CS(=O)(=O)N1CCN(C(=O)c2c(F)cccc2F)CC1	-11%	0%	-19%	-6%	-2%	-3
20	COc1cc(CNCc2ccccn2)ccc1OCc1ccc(Cl)c(Cl)c1	10%	17µM*	?	-4%	13%	-12
21	Cc1ccc(-n2c(SCC(=O)N/N=C/c3ccc(C)s3)nnc2-c2ccccc2)cc1	-3%	-8%	?	-6%	-1%	2
22	CC(=O)Nc1ccc(S(=O)(=O)N2CCN(c3nc(NC4CCCC4)c4ccccc4n3)CC2)cc1	-4%	1%	?	1%	-2%	-11
23	Cc1ccc(C(=O)Nc2nc(-c3ccccn3)cs2)o1	4%	19µM*	13µM*	9%	-1%	10
24	COc1ccccc1NS(=O)(=O)c1cc(NC(=O)CC(C)(C)C)ccc1N1CCOCC1	-2%	0%	-36%	-2%	-2%	1

nr	NPC1 promoter act	Menin MLL FP TR	BRCA1 expr up	p53 reactivation	VP16 counter
17	-1%	/	7%	4%	2%
18	?	/	48%	23%	2%
19	-2%	1%	4%	23%	6%
20	11%	?	20µM*	11%	4%
21	-2%	-18%	-17%	-10%	-97%
22	-4%	42%[activator]	-90%[inhibitor]	-6%	?
23	-1%	/	-48%	8%	?
24	-4%	15%	-36%	6%	9%

# Next part
nr	mol	ELG1 genotox	FLuc counter	RORg inh	PKM2 activator	Rab9 prom act	Giardia kill
25	CC(C)N(CCCNC(=O)Cn1ncc2c([nH]c3ccccc32)c1=O)Cc1ccccc1	-1%[9.26 µM]	-2%&-3%	-11%	/	3%	-23
26	COc1ccccc1Nc1nc2nonc2nc1N1CCC(C)CC1	-3%	5%	3%	-1%	2%	-13
27	Cc1ccc(NC2=NCC(=O)N2Cc2ccc3c(c2)OCO3)cc1	5%	-2%	7%	0%	-9%	-23
28	Cc1cc(C)n2nc(C(=O)OCC(=O)NC3CCCCC3)nc2n1	1%	-2%	/	/	2%	-1
29	CC(=O)Nc1ccc(NC(=O)CSc2nc3ccccc3nc2N2CCCCC2)cc1	-40%	0%&-19%	2%	0%	-6%	-9
30	NC(=O)NCC12CC3CC(CC(C3)C1)C2	-4%	-8%	-15%	-15%	6%	6
31	COc1ccc(CC(=O)Nc2c(C(N)=O)oc3ccccc23)cc1OC	-2%	1%	1%	/	-12%	4
32	Cc1ccc2c(c1)N(C(=O)CCC(=O)O)CCO2	1%	3%	-25%	-2%	-6%	21
33	COC(=O)c1cc(CNC(=O)c2ccccc2OCc2c(C)noc2C)ccc1OC	-2%	3%	-2%	-6%	-4%	-6
34	CCOC(=O)N1CCN(C(=O)c2ccc(CS(=O)Cc3ccc(C)cc3)o2)CC1 (configuration not stated)	-5%	1%	16%	/	-2%	25
35	CCN(CC)C(=O)Cn1cc(C(=O)C(=O)N2CCN(Cc3ccccc3)CC2)c2ccccc21	0%	0%	-2%	/	0%	2

nr	NPC1 promoter act	Menin MLL FP TR	BRCA1 expr up	p53 reactivation	VP16 counter
25	3%	1%	-14%	-1%	-5%
26	-2%	?	2%	-9%	-6%
27	1%	4%	-3%	-1%	19%
28	1%	/	0%	6%	/
29	-5%	25%	-58%	-2%	3%
30	-3%	/	0%	-3%	-7%
31	0%	-2%	-24%	23%	1%
32	-3%	8%	23%	-5%	-1%
33	-5%	/	-20%	-19%	-11%
34	1%	/	-16%	-4%	10%
35	-2%	-18%	4%	9%	22%

# Bioassay records: PubChem, National Center for Advancing Translational Sciences (NCATS)
